# sPLA2-III inh = Blocks human group III sPLA2 activity; QFRET BODIPY PC-A2 liposome hydrolysis, fluorescence; 370,000 tested, 0.56% active; AID 743126; inhibition, % at 12.2 µM;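 active = inhibition above mean plus 3 SD of compounds lying within the high and low control bounds, cut at about 19% in these data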;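 also: 0% = median of test compound wells and 100% = no enzyme DMSO wells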
# Target sequence (Q9NZ20 whole entry, looked up): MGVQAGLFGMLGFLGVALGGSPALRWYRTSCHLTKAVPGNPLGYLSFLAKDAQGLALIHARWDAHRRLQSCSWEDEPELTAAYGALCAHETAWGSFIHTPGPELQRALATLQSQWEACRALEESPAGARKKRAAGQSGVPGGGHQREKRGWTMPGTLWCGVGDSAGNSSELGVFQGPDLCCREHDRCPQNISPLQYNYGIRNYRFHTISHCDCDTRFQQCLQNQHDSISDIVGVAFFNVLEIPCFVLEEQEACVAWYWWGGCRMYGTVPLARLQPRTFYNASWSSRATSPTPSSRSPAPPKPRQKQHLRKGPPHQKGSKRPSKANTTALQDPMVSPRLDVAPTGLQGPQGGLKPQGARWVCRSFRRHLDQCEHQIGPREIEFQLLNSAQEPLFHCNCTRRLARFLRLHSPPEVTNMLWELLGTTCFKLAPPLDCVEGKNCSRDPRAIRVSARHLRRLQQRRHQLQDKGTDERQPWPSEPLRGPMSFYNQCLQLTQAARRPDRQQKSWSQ
# DAX1 inh-1 = inhibits human nuclear receptor DAX1; P51843; HEK293 Gal4-DAX1 luciferase reporter, luminescence; inhibition, % at 6.75 µM; 340,000 tested, 0.99% active; AID 504766;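 active = inhibition above the mean over all tested compounds plus 3 SD, cut at about 4.2% in these data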;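 also: 0% = DAX1-transfected cells with DMSO and 100% = empty-vector control cells with DMSO; inhibition shows as a rise in luminescence from relieved DAX1 repression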
# GAA850 FXN act = frataxin GAA850 promoter activation; HEK293 lucGAA850 FXN promoter luciferase reporter, 24 h; percent of 10 µM SAHA response; activation, % at 6 µM; 360,000 tested, 0.56% active; AID 540364;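 active = activation above the average of all compounds screened plus 3 SD, cutoff fixed separately per campaign, cut at about 7.5% in these data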;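 also: 0% = DMSO wells and 100% = 10 µM SAHA wells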
# hgDAF12 agonist = hgDAF-12 agonism, primary luciferase screen; 370,000 tested, 1.8% active; activation, % at 6.8 µM; HEK293 GAL4-hgDAF12 UAS-luciferase reporter, agonist luminescence; normalized to butyrate control;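 active = activation above a cutoff set at the mean of all screened compounds plus 3 SD, cut at about 10% in these data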;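 also: 0% = DMSO wells and 100% = sodium butyrate wells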
# ssDAF-12 act = activates DAF-12 receptor from parasite S. stercoralis | HEK293 ssDAF-12/GRIP1 lit1-tk-luc reporter, luminescence; % of 3 µM dafachronic acid response | activation, % at 6.8 µM | 370,000 tested, 1% active;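 active = activation above the mean over all tested compounds plus 3 SD, cut at about 0.9% in these data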;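 also: 0% = DMSO-only wells and 100% = 3 µM delta7-dafachronic acid wells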
# SMARCA2 activ = increases SMARCA2 function in MMTV reporter cells; AID 652017; MG213 cells, MMTV-luciferase reporter, dexamethasone, overnight; 370,000 tested, 1% active; activation, % at 9.1 µM; in the data active = activation above about 7.8%;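 also: 0% = vehicle wells and 100% = reference activator wells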
# hcDAF12 agonist = activates DAF-12 receptor from parasite H. contortus | HEK293 hcDAF-12 lit1-tk-luc reporter, luminescence; 0% DMSO, 100% Δ7-dafachronic acid | activation, % at 6.8 µM | 370,000 tested, 1.4% active;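 active = activation above the mean of all tested compounds plus 3 SD, cut at about 5.5% in these data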;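 also: 100% = response to 3 µM Δ7-dafachronic acid high control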
# DAX1 inh-2 = blocks DAX1 repression of SF-1 activated StAR promoter; HEK293T StAR-luciferase reporter, SF-1/DAX-1 repression relief; inhibition, % at 6.8 µM; 370,000 tested, 1.1% active; AID 652010;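 active = inhibition above the mean over all tested compounds plus 3 SD, cut at about 3.6% in these data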;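 also: 0% = DAX-1 cells with DMSO and 100% = cells lacking DAX-1 with DMSO; higher inhibition means more luminescence from relief of DAX-1 repression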
# Rev-erbA mod = Rev-erb alpha (human) modulation; Rev-erbα–FITC-DNA binding, fluorescence polarization, 90 min; activity, % at 10 µM; 370,000 tested, 0.79% active;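 active = activity above about 14%, limit read from the data; passing the limit was not always enough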;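 also: 0% = DMSO wells with 35 nM protein and 100% = DMSO wells with 750 nM protein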
# Target sequence (P20393 whole entry, looked up): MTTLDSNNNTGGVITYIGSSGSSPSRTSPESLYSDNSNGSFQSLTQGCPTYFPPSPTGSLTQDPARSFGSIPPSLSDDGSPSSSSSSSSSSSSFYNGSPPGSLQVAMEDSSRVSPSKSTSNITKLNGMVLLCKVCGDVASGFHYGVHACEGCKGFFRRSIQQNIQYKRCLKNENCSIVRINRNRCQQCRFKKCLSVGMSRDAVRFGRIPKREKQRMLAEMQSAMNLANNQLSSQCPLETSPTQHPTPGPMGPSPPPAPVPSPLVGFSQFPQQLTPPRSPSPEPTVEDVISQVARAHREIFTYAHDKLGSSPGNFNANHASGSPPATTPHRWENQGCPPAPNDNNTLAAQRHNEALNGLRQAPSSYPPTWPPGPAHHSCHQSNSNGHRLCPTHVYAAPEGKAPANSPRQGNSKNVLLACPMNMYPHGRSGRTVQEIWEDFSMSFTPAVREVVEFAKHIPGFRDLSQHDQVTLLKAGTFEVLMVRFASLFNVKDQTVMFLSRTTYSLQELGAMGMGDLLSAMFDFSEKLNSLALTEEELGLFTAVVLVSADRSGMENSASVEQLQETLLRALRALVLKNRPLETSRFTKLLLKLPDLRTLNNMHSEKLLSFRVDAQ
# PLCb3 inh = PLC-beta3 (human) inhibition, primary screen; Q01970; Purified PLC-beta3, fluorogenic substrate, fluorescence; 370,000 tested, 0.18% active; inhibition, % at 12.2 µM; in the data active = inhibition above about 11%;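 also: 0% = median of compound wells on plate and 100% = full blocker control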
# PG9 binder = small molecules binding HIV-1 gp120 antibody PG9 | 360,000 tested, 0.43% active | inhibition, % at 6.7 µM | AID 624416 | TR-FRET gp120-PG9 antibody binding; in the data active = inhibition above about 8.5%
# Active calls of the source: *; i = inactive; · = not tested or not shown. This is a random part of the collection; about 7% have a hit in one of these screens.
SMILES,sPLA2-III inh,DAX1 inh-1,GAA850 FXN act,hgDAF12 agonist,ssDAF-12 act,SMARCA2 activ,hcDAF12 agonist,DAX1 inh-2,Rev-erbA mod,PLCb3 inh,PG9 binder
CCCC(NC(=O)CCc1c(C)c2cc3c(-c4ccccc4)coc3cc2oc1=O)C(=O)O (centres undefined),-9,-0.7,0.2,-0.4,-1.3,-4,-0.9,0.1,1,-159,0.4
Cc1cccc(C(=O)O/N=C(\N)CS(=O)(=O)c2ccccc2)c1,-1,-0.2,-0.5,2.9,-0.9,1,-0.2,1.5,-3,0,-3.0
CS(=O)(=O)N1CCN=C1SCc1ccc(F)cc1,10,1.3,1.4,0.3,-1.4,-3,1.6,-0.2,-1,-10,-2.2
CN1CCN(C(=O)C2CCC(CNS(=O)(=O)c3cccc4cccnc34)CC2)CC1 (centres undefined),1,2.0,1.0,3.9,-0.3,3,-0.3,0.8,7,1,-1.4
Cc1c(NC(=O)CSC(=S)N2CCCC2)c(=O)n(-c2ccccc2)n1C,11,0.0,0.8,-1.9,-1.4,-2,-1.1,0.2,3,-4,-1.6
CCC(C)NS(=O)(=O)c1ccc(NC(=O)CNCc2cccs2)cc1 (centres undefined),3,1.1,0.0,0.8,-0.2,0,3.1,0.3,1,-1,0.2
CCOC(=O)c1sc(NC(=O)CN(CC)CC)c(C(=O)OCC)c1C,5,0.3,-2.5,-0.1,-1.2,-1,-2.6,0.2,43*,-2,17*
Cc1cc(C)n(CCNS(=O)(=O)c2ccc(C)c(C)c2)n1,1,-0.8,-0.8,-1.5,-1.4,-1,-1.4,0.0,-3,-3,-1.5
Cc1cc(C(=O)CCC(=O)Nc2cccc(F)c2)c(C)s1,5,0.3,-0.1,1.0,-1.8,-2,-1.6,0.4,-1,0,0.0
O/N=C1/CCCCc2sccc21,4,0.1,0.4,1.6,-1.6,2,-0.5,-0.8,0,3,-0.6
Cc1ccc(S(=O)(=O)/C(C#N)=C/c2c(N3CCN(C)CC3)nc3ccccn3c2=O)cc1,2,0.4,1.7,-0.7,-1.4,7,0.5,0.0,0,-43,-1.9
CC[C@@]1(C(=O)OC)N[C@H](CN(C)C(=O)c2ccc(F)cc2)[C@@H]2C(=O)N(Cc3ccccc3)C(=O)[C@@H]21,2,0.8,1.8,-1.4,-1.3,-2,-0.4,-0.6,-9,3,-0.2

# Single values from above.
# For DAX1 inh-1, `CCOC(=O)c1sc(NC(=O)CN(CC)CC)c(C(=O)OCC)c1C` shows 0.3
# For PG9 binder, `CC[C@@]1(C(=O)OC)N[C@H](CN(C)C(=O)c2ccc(F)cc2)[C@@H]2C(=O)N(Cc3ccccc3)C(=O)[C@@H]21` shows -0.2
# For PLCb3 inh, `Cc1c(NC(=O)CSC(=S)N2CCCC2)c(=O)n(-c2ccccc2)n1C` shows -4
# For sPLA2-III inh, `O/N=C1/CCCCc2sccc21` shows 4
# For PLCb3 inh, `Cc1cc(C(=O)CCC(=O)Nc2cccc(F)c2)c(C)s1` shows 0
# For DAX1 inh-1, `CS(=O)(=O)N1CCN=C1SCc1ccc(F)cc1` shows 1.3

# The list continues.
SMILES,sPLA2-III inh,DAX1 inh-1,GAA850 FXN act,hgDAF12 agonist,ssDAF-12 act,SMARCA2 activ,hcDAF12 agonist,DAX1 inh-2,Rev-erbA mod,PLCb3 inh,PG9 binder
CCCN(CCC)S(=O)(=O)c1ccc(Cl)c([N+](=O)[O-])c1,-7,0.2,-0.1,-0.5,-1.4,-1,-0.2,-0.5,2,1,-1.0
CC1CCCCN1C(=O)c1cc2c(=O)n3ccccc3nc2s1 (centres undefined),5,0.0,5.5,5.8,0.1,0,4.8,1.2,-8,i,-3.1
OC(c1ccccc1)c1nc(-c2ccc(F)c(Cl)c2)cs1 (centres undefined),-14,·,2.3,4.1,0.0,2,0.6,-1.8,16*,-1,-0.1
CCOc1ccc(Nc2nc(Cc3nnc(SCC(=O)N(CC)CC)n3C)cs2)cc1,-2,0.8,-0.4,-0.6,-0.9,1,-1.4,-0.3,-1,2,-3.4
O=C(N/N=C/c1sc(=O)[nH]c1-[n+]1ccccc1)c1ccccc1[O-],-4,-1.3,3.1,1.5,-1.4,-2,1.3,0.7,5,-1,-3.6
C/C(=N\NC(=O)c1ccc(O)cc1)c1cccc(NC(=O)c2ccc(Cl)cc2)c1,-4,-0.6,1.4,3.5,-1.8,-1,-0.1,0.6,-2,-4,-4.6
O=C(NCCN1CCN(Cc2ccccc2Cl)CC1)Nc1ccccc1,0,-1.4,-1.1,-2.1,-0.4,-4,-1.1,-0.1,3,6,0.5
COc1ccc(-n2nnc3c(SCC(=O)NCc4ccco4)ncnc32)cc1,-2,0.3,0.7,-1.4,-0.7,-1,0.2,-0.2,-3,-24,-0.2
Cc1nc2ccccc2c(=O)n1CC(=O)N1CCOCC1,-1,0.1,-0.2,0.2,-0.7,-1,-2.3,0.3,0,2,-0.1
COc1ccc2cc(C(=O)N3CCN(C)CC3)[nH]c2c1,0,1.0,2.5,3.0,-0.4,4,2.4,0.9,4,-5,-0.2
COc1ccc(N2CCN(c3nc(NCCO)nc(N4CCOCC4)n3)CC2)cc1,-2,-1.3,2.1,-1.5,-1.4,1,-3.3,1.5,-1,1,-0.1
Cc1ccc(C(=O)NN=C2CCCCCC2)s1,6,1.2,2.2,6.0,0.2,2,-0.4,2.1,1,-9,-2.2

# Results in SMARCA2 activ and hgDAF12 agonist (2 entries from above):
smiles	SMARCA2 activ	hgDAF12 agonist
COc1ccc(-n2nnc3c(SCC(=O)NCc4ccco4)ncnc32)cc1	-1	-1.4
OC(c1ccccc1)c1nc(-c2ccc(F)c(Cl)c2)cs1 (centres undefined)	2	4.1

# New compounds follow
SMILES,sPLA2-III inh,DAX1 inh-1,GAA850 FXN act,hgDAF12 agonist,ssDAF-12 act,SMARCA2 activ,hcDAF12 agonist,DAX1 inh-2,Rev-erbA mod,PLCb3 inh,PG9 binder
CCOC(=O)C1=NN(C(C)=O)C2C(=O)N(CC)C(=O)C12 (centres undefined),4,·,1.3,0.2,-1.8,-4,-1.2,0.3,4,-6,0.3
O=C(CCl)N(c1ccc(Cl)cc1)c1c[nH]c2ccccc12,-20,-1.4,-8.6,-11,-0.6,-10,0.7,-3.3,-1,-6,-1.7
CCOc1ccc(N(CC(=O)NCC2CCCO2)S(=O)(=O)c2ccc(OC)c(OC)c2)cc1 (centres undefined),4,-0.9,0.2,-1.2,-1.6,0,-1.4,-0.7,1,6,0.5
COc1cc(OC)cc(C(=O)NCC(=O)OCC(=O)c2ccc3c(c2)-c2ccccc2C3)c1,-16,2.0,4.2,1.8,0.2,-2,-1.8,-0.5,3,-16,0.5
CCOC(=O)C1=C[C@@H](c2ccccc2)N(S(=O)(=O)c2ccc(C)cc2)[C@H]1c1ccc(OC)cc1,-9,·,·,-2.4,-1.1,-4,-2.0,-1.4,-1,-2,-0.8
c1ccc2c(c1)[nH]c1ccccc12,-15,-0.8,1.8,2.2,-1.0,1,-0.8,-0.9,-3,7,-0.6
FC(F)(F)c1cnc(Sc2nnc(-c3cccs3)n2CC2CCCO2)c(Cl)c1 (centres undefined),5,-1.2,0.1,1.9,-1.7,2,0.0,-0.6,-8,1,-1.8
Cc1ccc(C)c(S(=O)(=O)Nc2ccc(S(=O)(=O)Nc3ncccn3)cc2)c1,-9,1.6,-0.2,-0.5,-1.0,4,-0.4,-0.8,-5,-5,-2.7
C=CCc1cc(/C=N\NC(=O)CSc2nnc(CCCc3ccc(OC)c(C)c3)o2)cc(OC)c1O,-11,-0.2,0.9,0.1,-1.5,-1,-2.1,-0.1,-6,-6,-1.4
Cn1cc(Cl)c(-c2n[nH]c(=S)n2-c2ccc(F)cc2)n1,1,-0.1,2.3,-0.7,-1.2,4,-1.1,0.0,-5,3,0.0
COc1cccc(NC(=S)N2CCCC2c2ccc(OC)c(OC)c2)c1 (centres undefined),9,0.6,2.6,0.5,-0.7,2,0.0,0.4,-3,-2,-2.0
COc1ccccc1N1CCCSC1=Nc1ccccc1,-3,1.5,0.9,4.1,-0.7,0,-0.5,0.1,-2,4,0.1
Cc1ccc(C(C(=O)NCCc2ccccc2)N(C(=O)c2csnn2)C2CC2)o1 (centres undefined),2,-1.2,-1.4,-0.1,-2.2,-1,0.7,0.2,-7,-1,1.0
NC(=O)c1ccc(NC(=O)CNc2cc(S(=O)(=O)N3CCOCC3)ccc2N2CCCC2)cc1,-7,-0.7,0.9,-0.1,-1.6,-3,-0.8,-1.9,-2,-14,-3.7
Cc1ccc(C)c(OCC(=O)N2CCN(c3ncccn3)CC2)c1,0,-0.6,-0.3,4.1,-0.6,1,0.6,1.3,2,-4,0.4
Cc1ccc([C@H]2C[C@@H](n3cc(COC(=O)c4ccccc4)nn3)[C@H](O)CN2CC2CCCCC2)cc1,-4,0.3,-1.1,0.5,-0.9,-1,-0.5,1.7,-1,4,-1.2
Cc1cc(Nc2ccccc2)n(-c2ccc(Br)cc2)n1,4,-0.6,2.4,-1.0,-0.6,-4,2.8,0.7,-1,-1,0.7
Clc1ccc(-c2cn(-c3ccc(Cl)cc3)c3[n+]2CCCCC3)cc1,-2,2.3,0.9,7.2,-1.7,-5,-1.6,-0.6,2,-1,-0.9
CCOc1ccc(S(=O)(=O)N2CCCC(C(=O)NCc3ccncc3)C2)cc1C (centres undefined),-4,-1.2,-2.2,-0.3,-0.9,-5,-2.7,-0.6,-8,-3,-0.9
COC(=O)c1ccc(CSc2nnc(-c3ccc4c(c3)OCO4)n2-c2ccccc2)o1,-2,-1.1,1.9,-0.8,-0.6,1,0.5,-0.1,-1,-2,0.4
COc1cccc(CNc2nc3cc(-c4ccsc4)sc3c(=O)n2C)c1OC,-17,·,-1.7,-5.3,-1.6,-8,-4.0,-5.6,0,-4,2.0
O=C(COc1ccc(-c2ccccc2)cc1)NNC(=O)Nc1ccc(F)cc1F,-20,0.2,1.6,0.6,-0.9,-4,0.3,-0.6,5,-3,-1.4
CCOC(=O)Cc1csc(NC(=O)NC2(C(F)(F)F)Oc3ccc(Cl)cc3O2)n1 (centres undefined),5,0.5,8.5*,-2.4,-0.8,-1,0.5,0.7,2,2,-0.6
CCOC(=O)c1ccc(-n2cc(C(=O)c3cccnc3)nn2)cc1,4,-0.8,-1.0,-0.8,-0.9,-3,0.9,0.0,3,-7,-0.2
C[C@H]1CN([C@@H](C)CO)C(=O)CCCn2cc(nn2)CO[C@@H]1CN(C)C(=O)Nc1ccc(C(F)(F)F)cc1,10,1.3,-0.2,-1.0,-1.3,-2,-0.8,0.4,-5,1,1.1
COc1cccc(/C=N/Nc2nn3cnnc3c3ccccc23)c1,7,-0.5,-0.8,-0.2,-0.9,-7,-1.2,-0.8,-3,-4,-0.9
CCC1(CC)C(=O)C2=C3C1[C@H](C(=O)OC)C=C(C(=O)OC)C[C@H]3[C@H]1C(=O)N(Cc3ccccc3)C(=O)[C@H]1[C@H]2C (some centres undefined),-16,-0.7,-4.4,-1.1,-1.4,0,-0.6,0.2,2,-7,-1.5
Oc1ccccc1/C=N/n1cnnc1,-3,-0.5,-1.0,-0.8,-1.3,-3,-0.9,0.4,3,-6,-0.3
